Lamin A splicing: qHTS Assay for Modulators of Lamin A Splicing. hit rate 0.01% among 200,000. HeLa LMNA splicing GFP/RFP minigene ratio, 48 h. Potency, µM (highest dose often 46.1 µM), for inactives: at the top dose ratio change, negative = inhibition, most hits filed as inhibitors; active = well fitted inhibition curve with a large enough effect in the signal ratio, with a control signal flat, not every such curve was filed as active; inconclusive = small, poorly fitted or top-dose-only effect, or effect the other way, or a change in a side signal; the % refers to the signal ratio; note: potency is the fitted concentration of half-maximal effect; % is set by controls: 0 for no effect and ±100 for the full control effect
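S3 HeLa cells stably expressing lamin A-EGFP splicing minigene plus DsRed2, 600 cells/well, 48 h compound exposure at 37C. Laser-scanning cytometry; analysed as GFP (500-530 nm)/RFP (575-640 nm) total intensity ratio; 0.5% DMSO vehicle.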
NPSR antag: qHTS Assay for Antagonists of the Neuropeptide S Receptor: cAMP Signal Transduction. Potency, µM (top dose mostly 38.3 µM), inactives show top-dose activity change, negative = inhibition, actives largely listed as inhibitors. CHO-NPSR cells, cAMP TR-FRET, antagonist mode. hit rate 1% among 220,000. Q6W5P4; note: potency is the fitted concentration of half-maximal effect; % is set by controls: 0 for no effect and ±100 for the full control effect; nearly all actives have a fitted effect of over 50% in size; many of its hits are not listed in these tables
Target sequence (Q6W5P4 whole entry, looked up): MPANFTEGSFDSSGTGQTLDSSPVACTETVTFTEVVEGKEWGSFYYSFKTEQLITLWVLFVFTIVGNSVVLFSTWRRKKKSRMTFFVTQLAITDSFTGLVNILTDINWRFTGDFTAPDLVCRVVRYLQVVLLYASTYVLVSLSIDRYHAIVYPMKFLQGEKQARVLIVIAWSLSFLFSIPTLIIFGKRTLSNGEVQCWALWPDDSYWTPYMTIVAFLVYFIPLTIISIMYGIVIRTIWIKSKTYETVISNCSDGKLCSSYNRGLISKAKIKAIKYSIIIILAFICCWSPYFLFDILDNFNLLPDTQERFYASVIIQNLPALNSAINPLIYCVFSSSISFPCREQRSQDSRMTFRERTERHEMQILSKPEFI
Luc counter: Counterscreen for Luciferase (Kinase-Glo TM) Inhibition; hit rate 0.28% among 200,000; Potency, µM (titrated, usually from 38.3 µM), for the others: at the highest dose activity change, negative = inhibition, hits mostly inhibitors; Kinase-Glo luciferase, ATP luminescence, 8 min; note: potency is the fitted concentration of half-maximal effect; % is set by controls: 0 for no effect and ±100 for the full control effect; nearly all actives have a fitted effect of over 60% in size
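Compound is pinned into ATP-containing buffer (10 uM ATP, imidazole pH 7.2, 7 mM MgCl2). Kinase-Glo luciferase reagent is then added. Light output is recorded following an 8-min room-temperature incubation.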
CBFb RUNX1 block: qHTS Assay for Compounds Blocking the Interaction Between CBF-beta and RUNX1 for the Treatment of Acute Myeloid Leukemia; AID 1477, 2009; Runt-related transcription factor 1 (Homo sapiens) + Core-binding factor subunit beta …; AlphaScreen CBFb-His/RUNX1-biotin binding, biochemical; Potency, µM (series often up to 59.8 µM), for the others: at the top dose activity, negative = inhibition, most hits filed as inhibitors; 230,000 tested, under 10 active; note: % of control where 0% means no effect
Target sequence (Q01196 whole entry, looked up): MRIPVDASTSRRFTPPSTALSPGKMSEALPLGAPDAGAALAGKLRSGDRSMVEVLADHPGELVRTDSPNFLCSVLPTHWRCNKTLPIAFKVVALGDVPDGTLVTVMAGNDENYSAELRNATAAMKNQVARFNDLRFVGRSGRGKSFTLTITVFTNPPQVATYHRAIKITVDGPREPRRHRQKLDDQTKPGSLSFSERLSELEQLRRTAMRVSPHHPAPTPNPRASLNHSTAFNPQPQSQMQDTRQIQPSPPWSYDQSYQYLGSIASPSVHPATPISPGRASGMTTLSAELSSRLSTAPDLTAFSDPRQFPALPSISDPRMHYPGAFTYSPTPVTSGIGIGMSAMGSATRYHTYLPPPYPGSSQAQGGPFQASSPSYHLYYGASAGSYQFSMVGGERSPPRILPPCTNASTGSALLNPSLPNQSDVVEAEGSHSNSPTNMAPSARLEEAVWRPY
Target sequence (Q13951 whole entry, looked up): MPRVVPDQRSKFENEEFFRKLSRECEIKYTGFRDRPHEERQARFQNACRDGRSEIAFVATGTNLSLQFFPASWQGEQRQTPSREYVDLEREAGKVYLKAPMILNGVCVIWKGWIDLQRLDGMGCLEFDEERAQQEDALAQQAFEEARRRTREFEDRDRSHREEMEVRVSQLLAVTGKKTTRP
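Bead-based AlphaScreen assay; binding partners His-tagged CBF-beta and biotinylated RUNX1 at 30 nM each. Compound exposure 15 min after a 20-min protein preincubation; bead step 90 min; all steps at room temperature.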
Epigenetic reg: Quantitative High-Throughput Screen for Regulators of Epigenetic Control; murine LDR cells, GFP reporter derepression, 30 h; hit rate 0.2% among 280,000; Potency, µM (top dose mostly 53.9 µM), for the others: top-dose GFP activation, most hits filed as activators; note: potency is the fitted concentration of half-maximal effect; % of control where 0% means no effect; nearly all actives have a fitted effect of over 60% in size
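Derepression of a silenced CMV-GFP reporter in murine LDR cells is scored by enumerating GFP-positive cells with a laser-scanning microplate cytometer after 30 hours of treatment at 37 C.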
IMPase Li inh: qHTS Assay for Identifying the Cell-Membrane Permeable IMPase Inhibitors: Potentiation with Lithium; Potency, µM (titrated, usually from 59.4 µM), inactives show at the highest dose activity, negative = IMPase inhibition, hits mostly inhibitors; AID 1457, 2008; hit rate 0.35% among 210,000; CHO-M1 cells, IP1 TR-FRET (IP-One), carbachol + lithium;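 note: IP1 builds up when IMPase is blocked and the TR-FRET signal falls; potency is the fitted concentration of half-maximal effect; plate controls were basal vehicle for no effect and high inhibitor control for full effect; nearly all actives have a fitted effect of over 50% in size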
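CHO-M1, 2000 cells/well, 16–30 h culture; cpd + low Li+, 30 min 37C; lysis with d2-IP1/Eu-anti-IP1 Ab, 10 min RT; TR-FRET 665/620 ratio and 620 channel; AC50 via Hill.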
HttQ103 aggreg: qHTS Multiplex Assay to Identify Dual Action Probes in a Cell Model of Huntington: Aggregate Formation (GFP); PC12 HttQ103-GFP aggregates, Acumen cytometry, 40 h; Potency, µM (series often up to 46.1 µM), for inactives: at the highest dose activity change, negative = inhibition, most hits filed as inhibitors; hit rate 1.1% among 220,000; note: potency is the fitted concentration of half-maximal effect; % is set by controls: 0 for no effect and ±100 for the full control effect; nearly all actives have a fitted effect of over 60% in size
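Multiplexed with ATP-based cell death, this channel scores GFP aggregates in PC12 cells expressing inducible HTTex1-Q103-GFP. Induction used 100 nM tebufenozide; compounds were tested in concentration series.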
Starred values were filed as active, the others as inactive; [ ] = dose if it differs, or a comment. Unless noted, calls come from the whole dose curve; as a rule, active = well fitted curve in the direction sought with a large enough effect; inconclusive = small, poorly fitted or top-dose-only effect, or another doubt; inactive = no such curve, though single readings can be large; an effect the other way counts as inactive or inconclusive. These rows are one share of the data. The share of hits here may be higher or lower than overall.

What do the screens show for `Cc1ccc(SCc2nc(N)nc(Nc3ccccc3C)n2)cc1C`?
Lamin A splicing: -24.6%; NPSR antag: 1.6%; Luc counter: -0.2%; CBFb RUNX1 block: -13.6%; Epigenetic reg: -1.0%; IMPase Li inh: 9.4%; HttQ103 aggreg: -0.2%

Results for CCC(=O)N(CC(=O)Nc1sc(C)c(C)c1C(N)=O)C1CCCC1 ?
NPSR antag: 4.0%; Luc counter: 1.5%; CBFb RUNX1 block: 14.9%; Epigenetic reg: -0.1%; IMPase Li inh: -2.1%; HttQ103 aggreg: -2.9%

How did C/C(=N\Nc1nccnc1Cl)c1ccc([N+](=O)[O-])cc1 do in these assays?
Lamin A splicing: 18.3%; NPSR antag: -4.3%[46.1 µM]; Luc counter: -0.3%; CBFb RUNX1 block: 2.1%; Epigenetic reg: -0.2%; IMPase Li inh: -1.9%[38.3 µM]; HttQ103 aggreg: 6.8%

Results for CN(C)/C=C(/C(=O)c1ccc(F)cc1)S(=O)(=O)c1ccc(F)cc1 ?
Lamin A splicing: 22.6%[46 µM]; NPSR antag: 8.3%; Luc counter: 0.3%; CBFb RUNX1 block: 1.8%; Epigenetic reg: 0.9%; IMPase Li inh: 0.6%; HttQ103 aggreg: -8.7%

How did CCCCn1c(N)c(-c2nc3ccccc3o2)c2c([N+](=O)[O-])nn(C)c(=O)c21 do in these assays?
Lamin A splicing: -2.3%; NPSR antag: -6.7%; Luc counter: 1.5%; CBFb RUNX1 block: -15.7%; Epigenetic reg: -0.9%; IMPase Li inh: 3.2%; HttQ103 aggreg: 11.4%

How did CN1CCN(C(=O)c2cnn(-c3ccccc3)c2NC(=O)c2ccccc2)CC1 do in these assays?
Lamin A splicing: 4.7%[46 µM]; NPSR antag: 2.2%; Luc counter: -1.5%; CBFb RUNX1 block: 8.0%; Epigenetic reg: -4.9%; IMPase Li inh: -0.5%; HttQ103 aggreg: 5.0%[9.22 µM]

What do the screens show for `CCC(C)N(C(=O)C(F)(F)F)C(C(=O)NC1CCCCC1)c1ccncc1` (configuration not stated)?
Lamin A splicing: 4.8%; NPSR antag: -6.9%[46.1 µM]; Luc counter: -0.8%; CBFb RUNX1 block: 12.1%; Epigenetic reg: 0.0%; IMPase Li inh: 8.0%; HttQ103 aggreg: -1.2%

What do the screens show for `O=c1c(-c2cccc3ccccc23)[n+]([O-])c2ccccc2n1O`?
Lamin A splicing: 3.5%; NPSR antag: -10.8%[46.1 µM]; Luc counter: -6.8%; CBFb RUNX1 block: 3.6%; Epigenetic reg: -2.0%; IMPase Li inh: -12.4%[38.3 µM]; HttQ103 aggreg: 21.3%

How did O=C(O)c1cc(Cl)nc2ccccc12 do in these assays?
NPSR antag: -29.4%; CBFb RUNX1 block: 1.9%; Epigenetic reg: -4.5%; HttQ103 aggreg: -11.0%[9.22 µM]

Results for Cc1ccc(S(=O)(=O)c2c(N)n(CCCO)c3nc4ccccc4nc23)cc1 ?
Lamin A splicing: 18.1%; NPSR antag: -17.5%[46.1 µM]; Luc counter: 2.3%; CBFb RUNX1 block: 16.4%; Epigenetic reg: -2.8%; IMPase Li inh: -4.9%[38.3 µM]; HttQ103 aggreg: 12.3%[9.22 µM]

How did CC(C)(C)c1ccc(-c2nnc(SCC(=O)c3ccc4c(c3)OCCO4)o2)cc1 do in these assays?
Lamin A splicing: 3.4%; NPSR antag: 2.0%[46.1 µM]; Luc counter: -1.5%; CBFb RUNX1 block: 3.0%; Epigenetic reg: 1.9%; IMPase Li inh: inconclusive; HttQ103 aggreg: 2.3%

What do the screens show for `O=C(CCc1nc2ccccc2s1)OCc1ccccc1F`?
Lamin A splicing: -11.6%; NPSR antag: 4.1%[46.1 µM]; CBFb RUNX1 block: inconclusive; Epigenetic reg: -0.9%; HttQ103 aggreg: 19.7%

What do the screens show for `CCOC(=O)c1cc(-c2ccccc2)n(CCC(=O)O)c1C`?
Lamin A splicing: 9.8%; NPSR antag: inconclusive; Luc counter: -0.2%; CBFb RUNX1 block: -7.1%; Epigenetic reg: 0.0%; IMPase Li inh: 40.7%[activator][38.3 µM]; HttQ103 aggreg: 8.0%

What do the screens show for `CCCCCCn1cnc2c(c1=O)c1nc3ccccc3nc1n2/N=C/c1ccco1`?
Lamin A splicing: 2.5%; NPSR antag: -1.3%[46.1 µM]; Luc counter: -0.9%; CBFb RUNX1 block: 0.1%; Epigenetic reg: 1.0%; IMPase Li inh: 6.7%[38.3 µM]; HttQ103 aggreg: -6.7%

How did O=Cc1ccc(B(O)O)cc1 do in these assays?
Luc counter: -0.4%; CBFb RUNX1 block: 17.0%; Epigenetic reg: 0.4%; IMPase Li inh: -2.2%

How did CCn1c2ccccc2c2cc(NC(=O)C(C)Oc3ccccc3)ccc21 (configuration not stated) do in these assays?
Lamin A splicing: -0.7%; NPSR antag: -19.7%[46.1 µM]; Luc counter: -0.5%; CBFb RUNX1 block: 8.0%; Epigenetic reg: 4.2%; IMPase Li inh: 20.8%[38.3 µM]; HttQ103 aggreg: -7.5%

What do the screens show for `CC(=O)N=Nc1[nH]c(N)c2ccccc12`?
Lamin A splicing: inconclusive; NPSR antag: -4.1%; Luc counter: 0.2%; CBFb RUNX1 block: 1.3%; Epigenetic reg: 3.0%; IMPase Li inh: 0.2%; HttQ103 aggreg: inconclusive

Results for CCC/C(O)=C1\C(=O)CC(C)(C)CC1=NCc1ccccc1 ?
NPSR antag: inconclusive; CBFb RUNX1 block: 5.0%; Epigenetic reg: 0.1%; HttQ103 aggreg: -10.9%[9.22 µM]

How did CC1(C)CNC(=O)c2sc(NC(=O)c3ccccc3Cl)nc2C1 do in these assays?
NPSR antag: 27.6%; Luc counter: 0.8%; CBFb RUNX1 block: 3.6%; Epigenetic reg: -4.5%; IMPase Li inh: -6.5%; HttQ103 aggreg: 25.6%[9.22 µM]

Results for CC(NC(=O)COC(=O)c1cc(NS(=O)(=O)c2ccc(Cl)c([N+](=O)[O-])c2)ccc1O)C1CC2CCC1C2 (configuration not stated) ?
Lamin A splicing: inconclusive; NPSR antag: inconclusive; Luc counter: -2.3%; CBFb RUNX1 block: inconclusive; Epigenetic reg: 1.8%; IMPase Li inh: 15.9%; HttQ103 aggreg: inconclusive

Results for O=C1c2cccc3cccc(c23)C(=O)N1OS(=O)(=O)c1ccc(Br)cc1 ?
Lamin A splicing: inconclusive; NPSR antag: -17.3%; Luc counter: 0.5%; CBFb RUNX1 block: 1.1%; Epigenetic reg: -1.1%; IMPase Li inh: 5.3%; HttQ103 aggreg: -2.6%

Results for CC1CC(=O)N(CC(=O)N2CCCC2)c2ccccc2S1 (configuration not stated) ?
Lamin A splicing: 1.5%; NPSR antag: -1.9%[46.1 µM]; Luc counter: -1.1%; CBFb RUNX1 block: 6.9%; Epigenetic reg: 0.0%; IMPase Li inh: 13.3%[38.3 µM]; HttQ103 aggreg: -9.8%

What do the screens show for `O=c1cc(/C=C/c2cccs2)[nH]c2ccccc12`?
Lamin A splicing: inconclusive; NPSR antag: -8.7%[46.1 µM]; Luc counter: -0.4%; CBFb RUNX1 block: -0.7%; Epigenetic reg: 4.2%; IMPase Li inh: 25.9%[38.3 µM]; HttQ103 aggreg: inconclusive

Results for Cc1ccc(N2CN(Cc3ccco3)CNC2=S)cc1 ?
NPSR antag: 5.7%; Luc counter: 0.6%; CBFb RUNX1 block: -3.3%; Epigenetic reg: 7.2%; IMPase Li inh: -2.5%; HttQ103 aggreg: 11.8%

What do the screens show for `CN1CCN(NC(=O)c2cccc(F)c2)CC1`?
Lamin A splicing: 3.1%; NPSR antag: 1.7%[46.1 µM]; Luc counter: -7.1%; CBFb RUNX1 block: 1.1%; Epigenetic reg: -1.1%; IMPase Li inh: -8.6%[38.3 µM]; HttQ103 aggreg: 8.8%

How did COc1ccc2nc(SCc3cccc(C)c3)nc(C)c2c1 do in these assays?
Lamin A splicing: -15.4%; NPSR antag: -2.8%; Luc counter: 2.7%; CBFb RUNX1 block: inconclusive; Epigenetic reg: -1.0%; IMPase Li inh: 10.9%; HttQ103 aggreg: 9.0%

Results for COc1ccc2nc(SCc3nc(N)nc(Nc4ccccc4)n3)[nH]c2c1 ?
Lamin A splicing: inconclusive; NPSR antag: 4.4%[46.1 µM]; Luc counter: 3.1%; CBFb RUNX1 block: -0.9%; Epigenetic reg: -1.3%; IMPase Li inh: 17.9%[38.3 µM]; HttQ103 aggreg: 0.7%

How did CCCOc1ccc(NC(N)=O)cc1OCCC do in these assays?
Lamin A splicing: 2.1%; NPSR antag: -1.9%[46.1 µM]; Luc counter: -4.3%; CBFb RUNX1 block: 2.3%; Epigenetic reg: -1.0%; IMPase Li inh: 24.2%[38.3 µM]; HttQ103 aggreg: 7.2%

What do the screens show for `CCCCSc1nc2c(cc1C#N)CCC2`?
Lamin A splicing: 20.3%; NPSR antag: -5.5%[46.1 µM]; Luc counter: 0.3%; CBFb RUNX1 block: 9.6%; Epigenetic reg: 1.8%; IMPase Li inh: 26.4%[38.3 µM]; HttQ103 aggreg: 0.3%

Results for COc1ccc(NCc2nnc(SCCN3CCCCC3)n2-c2ccc(C)cc2)cc1 ?
Lamin A splicing: 15.3%[46 µM]; NPSR antag: -36.7%; Luc counter: -0.4%; CBFb RUNX1 block: -8.7%; Epigenetic reg: 2.1%; IMPase Li inh: 26.2%

What do the screens show for `CCCOc1ccc(C2C(C(=O)c3ccc(C)o3)=C(O)C(=O)N2Cc2cccnc2)cc1` (configuration not stated)?
Lamin A splicing: -3.5%; NPSR antag: inconclusive; Luc counter: -5.7%; CBFb RUNX1 block: -0.6%; Epigenetic reg: 0.0%; IMPase Li inh: 10µM*; HttQ103 aggreg: 6.9%

What do the screens show for `CC(C)CC(NC(=O)C(NC(=O)OC(C)(C)C)C(C)C)C(N)=O` (configuration not stated)?
NPSR antag: -8.5%; Luc counter: -9.1%; CBFb RUNX1 block: 1.6%; Epigenetic reg: 8.1%; IMPase Li inh: 12.6%; HttQ103 aggreg: 11.9%[9.22 µM]

Results for COC(=O)c1cc(OC)c(OC)cc1NC(=O)Nc1ccccc1F ?
NPSR antag: 4.0%; CBFb RUNX1 block: 7.9%; Epigenetic reg: 0.0%; HttQ103 aggreg: 6.3%[9.22 µM]

Screening results (PubChem BioAssay)
